PfHsp90 set2 – inhibits growth of yeast expressing Plasmodium falciparum Hsp90; AID 504621; inhibition, % at 9.4 µM; S. cerevisiae expressing PfHsp90, BacTiter-Glo ATP, 48 h; yeast lacking PDR1 and PDR3 efflux regulators; 310,000 compounds, 0.32% hits;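 active = every replicate shows inhibition above about 80%, whatever the replicate mean, limit read from the data; inconclusive = mean inhibition reaches the set limit but some replicate falls short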;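 note: 0% = DMSO neutral controls and 100% = 20 µM radicicol positive controls; yeast relying on Plasmodium falciparum Hsp90 in place of its own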
CAL PDZ FP-1 – human CAL PDZ-peptide interaction inhibition | purified CAL PDZ, TMR-peptide fluorescence polarization, 1 h | inhibition, % at 20 µM | 330,000 compounds, 0.02% hits | AID 504414;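 active = highest replicate inhibition of at least 40%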;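 note: plate controls were DMSO neutral control wells for no effect and unlabeled competitor peptide control wells for full effect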
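Test system: tagged CAL PDZ domain / Buffer or medium: sodium phosphate/NaCl buffer pH 7.4 with TCEP, IgG, Thesit / Reagent: TMR-labelled reporter peptide T*-PRC34 bound in PDZ groove / Compound dosing: single point, 20 µM / Schedule: 1 h incubation at room temperature before polarization reading / Technique: fluorescence polarization (mP) / Benchmarks: unlabelled peptide, DMSO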
CAL PDZ FP-2 – blocks peptide binding to the human CAL PDZ domain; Q9HD26; purified CAL PDZ, TMR-peptide fluorescence polarization, 1 h; inhibition, % at 24.9 µM; 300,000 compounds, 0.92% hits; AID 602252;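 active = mean inhibition of at least 30% with at least half of replicates also reaching 30%; inconclusive = no clear call, values can overlap the other calls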;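 note: 0% = DMSO neutral control and 100% = excess unlabeled competitor peptide PRC23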
Rtt109 HAT inh – blocks Candida albicans Rtt109/Vps75 acetyltransferase activity; purified Rtt109/Vps75, ThioGlo CoA-SH fluorescence, 4 h; 330,000 compounds, 0.16% hits; inhibition, % at 34.9 µM; Q5AAJ8;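 active = inhibition of at least 50% in every replicate; inconclusive = best replicate reaches 50% inhibition but some replicates fall short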
Target sequence (Q5AAJ8 whole entry, looked up): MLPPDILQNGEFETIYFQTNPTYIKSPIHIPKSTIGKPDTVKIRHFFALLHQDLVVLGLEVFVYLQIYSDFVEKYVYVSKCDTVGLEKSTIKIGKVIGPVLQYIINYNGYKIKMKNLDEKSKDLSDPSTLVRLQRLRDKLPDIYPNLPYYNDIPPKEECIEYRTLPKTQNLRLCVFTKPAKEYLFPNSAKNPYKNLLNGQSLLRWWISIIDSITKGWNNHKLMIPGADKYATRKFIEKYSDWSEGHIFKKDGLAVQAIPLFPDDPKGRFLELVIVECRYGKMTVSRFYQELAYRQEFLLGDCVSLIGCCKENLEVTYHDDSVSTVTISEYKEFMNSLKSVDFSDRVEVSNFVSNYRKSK
PvdQ inh – P. aeruginosa PvdQ acylase inhibition | purified PvdQ acylase, fluorescence plate reader | inhibition, % at 10 µM | 340,000 compounds, 0.063% hits | AID 488965; in the data active = inhibition above about 30%, passing the limit was not always enough; inconclusive = no clear call, values can overlap the other calls;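 note: 0% = vehicle neutral wells and 100% = reference inhibitor wells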
SR-BI uptake up – enhances SR-BI lipid uptake from DiI-HDL | CHO ldlA[mSR-BI] cells, DiI-HDL uptake fluorescence, 3 h; 100 = double the neutral-control signal | activation, % at 12.5 µM | 320,000 compounds, 0.096% hits | AID 504775;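 active = mean replicate activation of at least 60% and every replicate at or above 60%; inconclusive = mean or all-replicate condition met, but not both; inactive = mean below 60% and not all replicates reaching 60%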;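 note: 0% = median plate neutral-control signal and 100% = twice that signal; values of inactives mirror those of a sister screen read the other way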
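System: LDL receptor-deficient CHO ldlA cells overexpressing murine SR-BI | Timing: 3 h uptake period with compound, 37 °C | Medium: HEPES-buffered (25 mM, pH 7.4) F12 plus 0.5% BSA | Dosing: Single-point compound dose | Signal: Bottom-read fluorescence, 550/595 nm | Read-out: Retained DiI signal reflecting DiI-HDL uptake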
MITF TRPM1 HTS – MITF TRPM1 promoter activation in melanoma cells; 300,000 compounds, 0.75% hits; SK-MEL-5 TRPM1-promoter luciferase, 24 h; % of positive control, neutral wells = 0; activation, % at 12.5 µM;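 active = mean activation of at least 80% with every replicate also reaching 80%; inconclusive = mean reaches 80% but some replicate falls short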;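 note: 0% = neutral control wells and 100% = parthenolide positive control wells; values of inactives mirror those of a sister screen read the other way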
dFosB act – enhances mouse delta FosB homodimer DNA binding. activation, % at 25 µM. 340,000 compounds, 0.99% hits. AID 493131. purified delta FosB, TAMRA-CDK5 oligo fluorescence polarization; percent of positive-control signal above neutral wells. P13346;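 active = mean activation above about 17%, with every replicate also reaching it, limit read from the data, passing the limit was not always enough; inconclusive = only one of the two conditions met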;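 note: fluorescence polarization rise as delta FosB binds a TAMRA Cdk5 AP-1 oligo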
SR-BI DiI inh – inhibitors of mouse SR-BI mediated HDL lipid uptake; ldlA[mSR-BI] CHO cells, DiI-HDL uptake fluorescence, 3 h; 320,000 compounds, 0.96% hits; Q61009; inhibition, % at 12.5 µM; AID 488896;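 active = mean replicate inhibition of at least 70% and a set share of replicates each scoring 70 or more; inconclusive = meets just one of the two criteria; inactive = fails both criteria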;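 note: 0% = median of neutral control wells and 100% = median of positive control wells; values of inactives mirror those of a sister screen read the other way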
Target sequence (Q61009 whole entry, looked up): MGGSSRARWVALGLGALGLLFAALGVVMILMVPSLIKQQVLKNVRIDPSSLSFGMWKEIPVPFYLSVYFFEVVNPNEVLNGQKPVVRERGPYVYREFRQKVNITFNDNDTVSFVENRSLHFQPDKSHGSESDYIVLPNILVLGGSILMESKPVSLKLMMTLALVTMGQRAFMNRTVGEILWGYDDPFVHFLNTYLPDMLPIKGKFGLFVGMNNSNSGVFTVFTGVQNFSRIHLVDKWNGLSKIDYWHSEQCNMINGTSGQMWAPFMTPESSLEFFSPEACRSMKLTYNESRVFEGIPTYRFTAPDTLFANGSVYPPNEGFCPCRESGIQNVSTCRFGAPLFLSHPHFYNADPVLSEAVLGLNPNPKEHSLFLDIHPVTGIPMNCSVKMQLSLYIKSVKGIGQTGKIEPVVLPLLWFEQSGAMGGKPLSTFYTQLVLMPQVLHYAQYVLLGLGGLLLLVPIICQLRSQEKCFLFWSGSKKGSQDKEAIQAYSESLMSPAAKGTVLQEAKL
NSD2 HMT inh – blocks human histone methyltransferase NSD2; O96028; NSD2 peptide methylation, AlphaScreen, 120 min; inhibition, % at 12.5 µM; 310,000 compounds, 0.54% hits; AID 743445; in the data active = inhibition above about 50%
* marks the source's active call; other numbers are inactive results; i = inactive; ? = inconclusive; . = not tested or not shown.

SMILES | PfHsp90 set2 | CAL PDZ FP-1 | CAL PDZ FP-2 | Rtt109 HAT inh | PvdQ inh | SR-BI uptake up | MITF TRPM1 HTS | dFosB act | SR-BI DiI inh | NSD2 HMT inh
COc1ccc(Nc2nc(N)nc(CSc3nc(C)cc(C)n3)n2)cc1 | 7 | 0.7 | -3 | 31 | 5 | -11 | 8 | -8 | 11 | 1
CCN(CC)C(=O)CSC1=Nc2ccccc2C2=NC(c3ccccc3)C(=O)N12 (stereo unspecified) | 15 | -1.5 | 2 | 4 | -14 | -1 | -12 | -4 | 1 | -1
C=C(C)CC(c1ccccc1)N(C(C)=O)c1ccco1 (stereo unspecified) | 8 | -0.9 | -12 | 2 | 9 | 12 | -14 | -4 | -12 | 1
Cc1ccc(S(=O)(=O)N/N=C/c2cccc([N+](=O)[O-])c2)cc1 | 5 | -0.7 | 5 | 4 | 5 | 19 | 2 | 1 | -19 | -2
CCN1C(=O)[C@H]2[C@@H](c3ccc(SC4CCCCC4)c(OC)c3)N[C@@](Cc3ccccc3)(C(=O)OC)[C@H]2C1=O | -10 | 0.3 | -4 | -1 | 8 | 0 | -4 | -8 | 0 | .
CCOC(=O)N1CCN(C(=O)COC(=O)c2ccc(N(C)C)cc2)CC1 | 0 | -0.5 | . | -1 | -1 | 0 | 2 | -4 | 0 | 0
COc1ccc(CCNC(=O)CC(Cc2ccc(C)cc2)C(=O)O)cc1OC (stereo unspecified) | 5 | 0.7 | 1 | -11 | -8 | -11 | -8 | 6 | 11 | 3
Clc1ccc(-c2noc(COc3ccccc3)n2)cc1 | . | 0.3 | . | 6 | -6 | 23 | 52 | 5 | -23 | .
CCOC(=O)c1cnc(SCC(=O)NCc2cccs2)nc1N | -12 | -2.6 | 2 | 0 | -5 | 29 | 16 | -4 | -29 | -2
CC1CCN(c2ccc3c(c2)S(=O)(=O)c2cccc(C(=O)NCc4cccc(F)c4)c2C3=O)CC1 | 12 | -0.1 | -1 | -3 | -10 | -22 | 29 | -2 | 22 | .
CC1CCN(C(=O)COC(=O)[C@H](C)NS(=O)(=O)/C=C/c2ccccc2)CC1 | 2 | . | -1 | -6 | 3 | 13 | 10 | 2 | -13 | 0
CC(C)CCOP(=O)(c1ccc(N(C)C)cc1)C(O)c1ccccc1 (stereo unspecified) | -8 | -0.5 | 1 | 3 | -15 | -12 | 5 | -16 | 12 | 5
Cc1nc(Cl)c(Cl)n1CCOc1ccccc1 | -6 | -1.1 | -3 | 5 | -3 | 27 | . | -2 | -27 | 11
CN(C)S(=O)(=O)c1ccc(Cl)c(NC(=O)COC(=O)/C=C/c2ccc3ccccc3n2)c1 | -23 | -0.8 | 0 | -5 | 0 | -13 | -3 | 1 | 13 | -1
Clc1ccc(-c2cc3ccccc3[nH]2)cc1 | . | -0.2 | 2 | 3 | -6 | -44 | . | 5 | 44 | -2
Cc1ccc(-c2cc(C(=O)Nc3ccncc3)c3ccccc3n2)cc1 | 7 | -3.5 | 32* | -1 | -12 | -50 | 16 | -11 | 50 | -2
CCOC(=O)C1CCN(C(=O)Nc2cc(Cl)cc(Cl)c2)CC1 | 18 | -0.1 | . | 2 | 10 | 17 | . | -1 | -17 | -9
Nc1ccc2cc3ccccc3cc2c1 | -15 | 0.6 | -7 | 2 | -62 | -53 | ? | 10 | 53 | .
O=C(CON=C1c2ccccc2-c2ccccc21)NC12CC3CC(CC(C3)C1)C2 | 7 | -1.1 | -3 | -1 | 3 | -44 | 6 | -7 | 44 | -5
CN(C)S(=O)(=O)c1cccc(-c2nnc(SCC(=O)NCCCCCC(=O)O)n2-c2ccc(F)cc2)c1 | -4 | -0.6 | 0 | . | 6 | 27 | -1 | -4 | -27 | -1
C[n+]1c2n(c3ccccc31)N=C(c1ccc(Br)cc1)CS2 | . | -3.8 | 0 | . | -20 | -6 | . | -18 | 6 | -29
C=CCCC(=O)N1CCCC(Cc2cccc(Cl)c2)(C(=O)OCC)C1 (stereo unspecified) | 16 | -0.7 | . | -15 | -20 | 3 | 16 | -8 | -3 | -2
Cn1cccc1C(=O)NCCc1ccc(Cl)cc1 | -10 | -0.9 | -3 | 1 | -2 | -8 | 114* | -7 | 8 | .
CCc1ccccc1NC(=O)CSc1ccsc1[N+](=O)[O-] | 13 | 0.7 | 4 | 2 | 8 | -29 | 0 | 1 | 29 | 0
Cc1onc(-c2ccccc2)c1C(=O)NCC(=O)Nc1cc(Cl)ccc1Cl | 1 | 0.2 | -19 | -5 | -2 | -34 | -11 | -9 | 34 | -1
COc1ccccc1CNC(=O)C(=O)NCC1OCCN1S(=O)(=O)c1cccs1 (stereo unspecified) | 14 | -2.7 | 0 | 2 | -4 | . | -10 | -9 | . | .
Cc1cc(Cl)ccc1NC(=S)NCCC(c1ccccc1)c1ccccc1 | -25 | -2.1 | -2 | 4 | 3 | -18 | 13 | 2 | 18 | -7
Cc1cc(C)cc(NC(=O)c2oc3ccccc3c2COc2ccccc2)c1 | 5 | -1.4 | -3 | 20 | 7 | -43 | 8 | 0 | 43 | -3
Cc1ccc(C)c(N(CC(=O)NCc2ccco2)C(=O)CCC(=O)Nc2nccs2)c1 | -12 | -1.8 | 0 | -1 | -22 | . | -6 | -5 | . | 10
CN1CCN(c2nc(-c3ccc(Cl)s3)cs2)CC1 | 12 | -2.6 | -3 | 1 | -20 | -2 | 52 | -8 | 2 | 12
CC(=O)Nc1ccc(NS(=O)(=O)c2cc(-c3cnc(C4CC4)o3)ccc2C)cc1 | -6 | -2.7 | -4 | 4 | -8 | -11 | 6 | -8 | 11 | 3
COC(=O)c1c(-c2ccncc2)csc1NC(=O)c1ccoc1C | . | . | -3 | -8 | -1 | -18 | 88* | -17 | 18 | -1
N=c1c(C(=O)NCc2ccc(F)cc2)cc2c(=O)n3ccccc3nc2n1CC1CCCO1 (stereo unspecified) | 4 | 0.0 | -4 | i | -21 | 7 | -13 | -7 | -7 | -3
CCOC(=O)N1CCN(C(=O)c2cccc(NC3=NC4CS(=O)(=O)CC4S3)c2)CC1 (stereo unspecified) | -8 | 0.9 | -4 | 9 | 10 | 32 | -7 | -9 | -32 | -7
O=C1OC(NC(=O)c2ccccc2)C(n2cc(CO)nn2)=C1Cl (stereo unspecified) | -23 | 1.3 | 8 | 193* | -14 | 9 | 5 | -8 | -9 | -4
CC1CCc2c(sc3c2C2=NS(=O)(=O)CCN2C=N3)C1 (stereo unspecified) | -16 | -0.7 | 11 | 2 | 13 | 2 | 1 | -9 | -2 | -2
Cc1cc(C)cc(NC(=S)N(Cc2ccc(Cl)cc2)Cc2ccc(C(=O)O)cc2)c1 | -13 | -1.0 | . | 15 | -8 | 2 | -4 | 1 | -2 | 0
O=C(OCc1ccc2c(c1)OCO2)c1cccc(S(=O)(=O)N2CCCCC2)c1 | -23 | 0.6 | 2 | 1 | -15 | -6 | . | -1 | 6 | -2
COC(=O)COc1ccc(S(=O)(=O)N2CCCCCC2)cc1C | 20 | -2.5 | -4 | -3 | -20 | 1 | -2 | -11 | -1 | 14
O=C1c2ccc3c4c(ccc(c24)C(=O)N1c1cccc(O)c1)C(=O)N(c1cccc(O)c1)C3=O | -3 | 1.2 | 3 | 7 | -5 | . | -99 | -10 | . | 2
CCCNC(=O)/C=C/c1ccc(C(C)C)cc1 | 14 | -1.8 | -2 | 2 | -17 | 13 | 35 | -9 | -13 | 0
Cc1cc(OC(C)C(=O)NCCCN2CCOCC2)ccc1Cl (stereo unspecified) | 16 | -1.2 | -2 | 9 | -11 | 21 | -10 | -7 | -21 | -1
Cn1cccc1/C=N/NC(=O)c1ccco1 | -13 | -0.1 | -8 | 8 | -7 | 21 | 22 | -5 | -21 | -2
Cc1cccc(NC(=O)NCC2CCN(c3ccc(S(=O)(=O)N4CCOCC4)cc3)CC2)c1 | -3 | 0.7 | -4 | 8 | 10 | -61 | 6 | -10 | 61 | 1
CC(C)(C)CN1CCNC(=O)C1CC(=O)NCCc1ccccc1C(F)(F)F (stereo unspecified) | 7 | -1.0 | . | -20 | 4 | 13 | . | -7 | -13 | -1
O=C(COc1cccnc1[N+](=O)[O-])Nc1ccc2c(c1)CCC2 | 5 | -2.9 | -4 | 8 | 13 | -37 | 3 | -10 | 37 | 0
COc1ccc(C(=S)N2CCOCC2)cc1OC(=O)c1cc([N+](=O)[O-])c(C)c([N+](=O)[O-])c1 | -11 | -0.8 | -2 | . | -3 | -49 | -10 | -2 | 49 | 7
CCOc1cc(CNn2c(C)nnc2SCC(=O)NC(C)(C)C)ccc1OCC(=O)NC(C)(C)C | -35 | 0.0 | -2 | 2 | -6 | 5 | -8 | -1 | -5 | -2
Fc1cccc(NC(=S)NCC(c2cccnc2)N2CCOCC2)c1 (stereo unspecified) | 12 | -0.5 | -4 | -8 | -13 | 33 | -6 | 0 | -33 | -1
COc1ccc(C(CNC(=O)c2ccccc2C)N2CCCC2)cc1 (stereo unspecified) | -39 | -0.7 | -3 | -4 | -17 | 3 | . | 2 | -3 | 0
(cont.)
SMILES | PfHsp90 set2 | CAL PDZ FP-1 | CAL PDZ FP-2 | Rtt109 HAT inh | PvdQ inh | SR-BI uptake up | MITF TRPM1 HTS | dFosB act | SR-BI DiI inh | NSD2 HMT inh
CCCCNC(=O)CC1Nc2ccccc2NC1=O (stereo unspecified) | 19 | -0.4 | . | -6 | -7 | . | 12 | -6 | . | .
CCSc1nc(-c2ccc(OC)cc2)n(-c2nc3ccccc3s2)n1 | . | -1.4 | 2 | . | -3 | 0 | . | -2 | 0 | -1
Cc1c(Cl)c([N+](=O)[O-])nn1CC(=O)NCc1cccnc1 | -4 | -1.5 | -2 | -2 | -14 | 12 | -10 | -8 | -12 | -2
COc1ccc(CCNC(=O)COC(=O)CSc2ccc([N+](=O)[O-])cc2)cc1OC | 2 | -0.7 | . | 1 | -7 | -2 | -2 | -4 | 2 | -2
O=C(CSCc1ccccc1)N1CCN(S(=O)(=O)c2ccc(F)cc2)CC1 | -12 | 0.3 | -3 | -1 | -8 | -18 | 6 | 2 | 18 | -3
NC(=O)COC(=O)c1cc(-c2ccco2)nc2ccccc12 | -20 | 0.3 | 5 | -46 | 3 | 1 | -6 | -13 | -1 | 0

Not a hit list. Share with any hit: about 4.3%.
